High-throughput results: PubChem BioAssay, National Center for Advancing Translational Sciences (NCATS)
BCR signal inh – inhibitors of chronic active B-cell receptor signaling; ABC-DLBCL IkBa-CBG/CBR reporter, luminescence ratio, 4 h; Potency, µM (series often up to 46.1 µM), for the others: at the highest dose ratio change, negative = lower green/red ratio, most hits filed as inhibitors; actives 0.05% (n = 340,000); AID 493014; active = well fitted inhibition curve with a large enough effect in the signal ratio, with a control signal flat, not every such curve was filed as active; inconclusive = small, poorly fitted or top-dose-only effect, or effect the other way, or a change in a side signal; the % refers to the signal ratio;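 also: potency is read from the fitted curve at half-maximal effect; plate controls were basal doxycycline-induced cells for no effect and cells given 10 µM MG132 for full effect; MG132 reads +100%, hits lower the ratio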
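Concentration-response series (up to 46 uM) were applied to TMD8 dual-reporter cells for 4 h at 37C with doxycycline. Green/red ratio, after filter-overlap correction, defined %Activity; red signal alone was normalised to basal cells and zero luminescence.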
hERG WT inh – inhibitors of human wildtype KCNH2 potassium channel. U2OS, BacMam KCNH2, thallium flux FluxOr; hits give low values. activity change, % at 1.84 µM. actives 0.37% (n = 340,000). AID 720551;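 active = maximum activity change below -70%; inconclusive = maximum activity change between -70% and -50%; inactive = maximum activity change above -50%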; also: % is scaled to controls: 0 for no effect and ±100 for the full control effect
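U2OS cells were transduced with wild-type KCNH2 virus (2.03 x 10^8 / mL) for 4 h at room temperature, then cultured overnight at 37 C. Thallium flux was read with FluxOr dye. Rate constants were normalized to DMSO controls.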
USP2a block – USP2a (human) protease inhibition | O75604 | USP2 core, Ub-CHOP2 coupled fluorogenic reporter, 485/531 | Potency, µM (titrated, usually from 38.3 µM), for inactives: top-dose activity change, negative = inhibition, hits mostly inhibitors | actives 0.01% (n = 330,000) | AID 463254;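 also: potency is read from the fitted curve at half-maximal effect; plate controls were DMSO wells for no effect and full inhibition by NEM control for full effect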
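USP2 core (10nM final) preincubated 30min RT with compound in 20mM Tris-HCl pH 8.0, 2mM CaCl2, 2mM beta-mercaptoethanol, 0.05% CHAPS; 25nM Ub-CHOP2 plus 25nM reporter substrate added, fluorescence (Ex485/Em531) read after 60min.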
TSHR antag – antagonists of human thyroid stimulating hormone receptor. TSHR-expressing cells, TSH-stimulated cAMP HTRF, 2 h; hits give low values. AID 504810. actives 0.2% (n = 330,000). P16473. activity change, negative = inhibition, % at 11.5 µM;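 active = activity change below a set negative limit, meaning inhibition stronger than a set level, cut at about -70% in these data; inconclusive = activity change between two set negative limits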; also: % is scaled to controls: 0 for no effect and ±100 for the full control effect
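Competitive HTRF cAMP read-out (cryptate anti-cAMP antibody, cAMP-d2; 30 min, room temperature) in freshly harvested TSHR cells. Compounds added before TSH at EC80 (4nM final), followed by 2 hours' incubation at 37 deg C.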
MBNL1-CUG inh – inhibitors of human MBNL1 binding to CUG repeat RNA; TR-FRET MBNL1-His/biotin-(CUG)12 binding, 665/545 ratio; Potency, µM (doses to about 57.5 µM), for inactives: at the top dose activity change, negative = inhibition, actives largely listed as inhibitors; actives 0.036% (n = 280,000); AID 2675; active = well fitted inhibition curve with a large enough effect in the signal ratio, with a control signal flat, not every such curve was filed as active; inconclusive = small, poorly fitted or top-dose-only effect, or effect the other way, or a change in a side signal; inactive = no such curve, though single readings can be large or run the other way; the % refers to the signal ratio; also: potency is read from the fitted curve at half-maximal effect; % is scaled to controls: 0 for no effect and ±100 for the full control effect
Target sequence (Q9NR56 whole entry, looked up): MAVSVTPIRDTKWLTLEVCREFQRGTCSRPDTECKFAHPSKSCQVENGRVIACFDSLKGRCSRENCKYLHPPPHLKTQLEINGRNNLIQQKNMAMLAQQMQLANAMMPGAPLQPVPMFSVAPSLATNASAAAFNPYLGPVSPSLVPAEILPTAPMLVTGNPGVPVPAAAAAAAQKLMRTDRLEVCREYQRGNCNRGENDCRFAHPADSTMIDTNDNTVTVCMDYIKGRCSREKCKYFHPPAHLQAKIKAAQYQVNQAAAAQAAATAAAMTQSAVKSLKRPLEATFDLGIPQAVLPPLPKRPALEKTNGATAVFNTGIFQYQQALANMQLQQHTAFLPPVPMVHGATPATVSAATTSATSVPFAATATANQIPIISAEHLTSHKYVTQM
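Ratiometric TR-FRET (665 over 545 nm, excitation 340 nm) tracks disruption of MBNL1-His/biotin-(CUG)12 complex after 60 min at room temperature, with compounds at 92 nM to 58 uM final.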
PKM2 act – PKM2 (human) enzyme activation | Potency, µM (titrated, usually from 57.5 µM), inactives show top-dose activation, usual class: activators | purified PKM2, Kinase-Glo ATP luminescence, activation; response scale: 0% is enzyme alone, no compound | P14618 | AID 1631 | actives 0.34% (n = 260,000); also: potency is read from the fitted curve at half-maximal effect; % is scaled to controls: 0 for no effect and ±100 for the full control effect; nearly all actives have a fitted effect of over 55% in size
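ATP formation by purified human PK-M2, quantified via coupled luciferase luminescence after 1 h at room temperature with 0.1 mM ADP and 0.5 mM PEP final.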
GALK inh – galactokinase (human) inhibition; P51570; Purified GALK, Kinase-Glo residual ATP luminescence; Potency, µM (highest dose often 57.5 µM), inactives show at the highest dose activity change, negative = inhibition, actives largely listed as inhibitors; actives 0.007% (n = 270,000); also: potency is read from the fitted curve at half-maximal effect; % is scaled to controls: 0 for no effect and ±100 for the full control effect
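Kinase-Glo Plus luminescence measured ATP left after a 1 h room-temperature reaction. The reaction used 5 nM GALK, 100 uM galactose and 35 uM ATP at pH 8.0 (20 mM HEPES, 5 mM MgCl2, 60 mM NaCl, 1 mM DTT, 0.01% BSA).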
Menin-MLL TR inh – inhibitors of human menin-MLL interaction, mutant MLL peptide; O00255; Menin + Texas Red MLL mutant peptide, fluorescence polarization; Potency, µM (top dose mostly 61.6 µM), inactives show top-dose FP activity change, negative = inhibition, usual class: inhibitors; actives 0.23% (n = 270,000); AID 1768; active = well fitted inhibition curve with a large enough effect in the polarisation, with a control signal flat, not every such curve was filed as active; inconclusive = small, poorly fitted or top-dose-only effect, or effect the other way, or a change in a side signal; inactive = no such curve, though single readings can be large or run the other way; the % refers to the polarisation; also: potency is read from the fitted curve at half-maximal effect; % of control where 0% means no effect; many of its hits are not listed in these tables
Target sequence (O00255 whole entry, looked up): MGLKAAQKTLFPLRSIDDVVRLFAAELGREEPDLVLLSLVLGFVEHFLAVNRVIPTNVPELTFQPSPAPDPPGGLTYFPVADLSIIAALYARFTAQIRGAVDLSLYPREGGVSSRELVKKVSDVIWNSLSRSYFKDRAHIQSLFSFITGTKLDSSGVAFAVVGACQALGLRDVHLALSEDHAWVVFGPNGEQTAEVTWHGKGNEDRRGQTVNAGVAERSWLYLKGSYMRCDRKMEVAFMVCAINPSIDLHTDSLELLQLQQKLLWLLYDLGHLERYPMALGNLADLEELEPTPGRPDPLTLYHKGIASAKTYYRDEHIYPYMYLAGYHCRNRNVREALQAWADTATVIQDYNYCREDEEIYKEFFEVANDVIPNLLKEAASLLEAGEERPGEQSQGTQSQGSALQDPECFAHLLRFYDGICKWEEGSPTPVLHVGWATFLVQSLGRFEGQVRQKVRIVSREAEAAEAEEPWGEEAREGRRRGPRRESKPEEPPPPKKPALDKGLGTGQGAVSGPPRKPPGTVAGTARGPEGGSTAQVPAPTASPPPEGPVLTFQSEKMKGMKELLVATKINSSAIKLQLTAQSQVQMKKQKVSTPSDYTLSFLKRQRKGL
Mito fusion yeast – inhibitors of mitochondrial division or activators of mitochondrial fusion; AID 485298; actives 0.23% (n = 320,000); S. cerevisiae fusion-defective mutant growth rescue, CellTiterGlo 48 h; Potency, µM (highest dose often 46.1 µM), for the others: at the highest dose growth rescue (activation), actives largely listed as activators;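 also: potency is read from the fitted curve at half-maximal effect; % of control where 0% means no effect; nearly all actives have a fitted effect of over 45% in size; temperature-sensitive fusion mutants such as fzo1-1 at 37 °C on non-fermentable ethanol glycerol medium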
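Compounds are tested for their ability to restore growth of mitochondrial fusion-defective yeast strains at non-permissive 37C in YPEG medium over 48 hours. Viability is quantified by luciferase luminescence.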
S-ASM inh – blocks human secretory acid sphingomyelinase. Potency, µM (series often up to 57.5 µM), for the others: at the top dose activity change, negative = inhibition, usual class: inhibitors. placental ASM, HMU-PC fluorogenic substrate, 60 min. P17405. actives 0.006% (n = 340,000). AID 504937; also: potency is read from the fitted curve at half-maximal effect
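qHTS format. ASM enzyme prepared from human placenta hydrolyses the fluorogenic substrate HMU-PC0 (9 uM final) over 60 min at 37 °C after a 10 min compound preincubation.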
Eya2 inh – inhibitors of human Eya2 phosphatase activity; recombinant Eya2, OMFP fluorescence dephosphorylation (OMFP is methylfluorescein phosphate); O00167; Potency, µM (highest dose often 76.9 µM), for the others: at the top dose activity, negative = inhibition, hits mostly inhibitors; actives 0.006% (n = 330,000); also: potency is read from the fitted curve at half-maximal effect; % is scaled to controls: 0 for no effect and ±100 for the full control effect
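Eya2 (0.2 uM) preincubated 10 min at ambient with compound, then OMFP substrate added at 50 uM; 10 min reaction in 50 mM HEPES pH 7.5, 50 mM NaCl, 5 uM MgCl2, 0.05% BSA, 1 mM DTT. Fluorescence read at Ex 485/Em 525 nm.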
* = called active by the depositor; u = inconclusive; x = no result given; [ ] = remark or other dose. Unless noted, calls follow the shape of the dose curve; as a rule, active = well fitted curve in the direction sought with a large enough effect; inconclusive = small, poorly fitted or top-dose-only effect, or another doubt; inactive = no such curve, though single readings can be large; an effect the other way counts as inactive or inconclusive.

#	SMILES	BCR signal inh	hERG WT inh	USP2a block	TSHR antag	MBNL1-CUG inh	PKM2 act	GALK inh	Menin-MLL TR inh	Mito fusion yeast	S-ASM inh	Eya2 inh
1	COc1cc(-c2cc(C(=O)O)c3c(OC)c(OC)c(OC)cc3n2)ccc1O	1%	-9	-1%	22	7%	0%	-4%	10%	-2%	-6%	-4%
2	CCN(CC(O)Cn1c2ccccc2c2ccccc21)S(=O)(=O)c1ccc(F)cc1 (stereo not drawn)	u	10	2%	-9	1%	-1%	0%	u	24%	-13%	u
3	Cc1ccc(C)c(Cn2nnc3c(=O)[nH]c(C4CCCN(C(=O)c5ccco5)C4)nc32)c1 (stereo not drawn)	6%	3	-1%	-13	-2%	x	4%	x	-8%	-4%	17%
4	CCn1c(SCc2ccc(Cl)cc2Cl)nc2nc3c(cc2c1=O)CCCC3	6%	-8	1%	3	-14%	-1%	-1%	u	0%	-6%	-1%
5	Nn1c(COc2cccc(Br)c2)nnc1SCC(=O)N1CCc2ccccc2C1	0%	-2	4%	-6	-8%	12%	1%	-4%	3%	-2%	8%
6	O=C(CC1C(=O)NCCN1Cc1ccc(-c2ccccc2)cc1)NCC1CCOCC1 (stereo not drawn)	-10%	-11	4%	1	-13%	7%	1%	-2%	1%	0%	-5%
7	Cc1c(NC(=O)c2cc3ccccc3o2)c(=O)n(-c2ccccc2)n1C	6%	-3	-1%	30	-14%	-8%	-2%	4%	8%	-3%	10%
8	Cc1cccc(OCC(=O)Nc2ccc3c(c2)nc(CCN2CCN(C)CC2)n3C)c1	1%	3	0%	1	4%	-3%	3%	-4%	1%	0%	13%
9	CCC(C)C(NS(=O)(=O)c1ccc(C)cc1)C(=O)N1CCOCCOCCOCC1 (stereo not drawn)	-3%	-4	1%	-8	-2%	x	-2%	-8%	1%	1%	15%
10	O=C(CSc1nnc(NC(=O)C2CC(=O)N(c3ccccc3)C2)s1)NCc1ccco1 (stereo not drawn)	6%	-2	1%	6	-2%	2%	4%	3%	1%	-1%	4%
11	O=[N+]([O-])c1nn(-c2ccc(Cl)cc2)n(O)c1=NCc1ccccc1Cl	15%	-4	1%	-10	u	-6%	0%	21%	-4%	-6%	-17%
12	COc1ccccc1CNC(=O)Cn1ccsc1=N	3%	-12	-1%	-4	-5%	-3%	-4%	-4%	-2%	-1%	2%
13	O=C(c1ccccn1)N1CCN(C(=O)c2ccccn2)CC1	-2%	7	-2%	49	0%	-6%	5%	29%	2%	3%	10%
14	COc1cccc(/C=C2\Oc3ccc(O)cc3C2=O)c1O	-1%	13	1%	3	u	x	8%	-16%	-27%	-3%	-16%
15	Cc1cccc(CC2CC(=O)N(CCc3ccc4c(c3)OCO4)C2=O)c1 (stereo not drawn)	-7%	-8	2%	-6	-8%	-1%	2%	1%	24%	-3%	-7%
16	CCOC(=O)C1(Cc2cccc(F)c2)CCN(C(=O)C2CCOCC2)CC1	u	7	9%	21	-14%	1%	0%	2%	-1%	-4%	3%
17	O=C(Cn1cc2c(n1)CCCCC2)Nc1c(F)c(F)cc(F)c1F	-1%	-4	-1%	-3	7%	4%	1%	-1%	-1%	8%	8%
18	CN(CC(=O)Nc1ccccc1Cl)C1CCS(=O)(=O)C1 (stereo not drawn)	2%	13	1%	6	x	x	x	x	-1%	4%	-14%
19	Cc1nc(C(=O)Nc2cccc(Cl)c2)nn1-c1cc(OC(C)C)c(Cl)cc1Cl	-4%	-15	2%	3	1%	-5%	2%	2%	18%	-3%	0%
20	CN(C)[C@@H](CO)c1nnc([C@H](CC(=O)O)NC(=O)C2CCNCC2)o1	-14%	-2	-1%	-3	-2%	2%	-1%	-5%	-2%	2%	21%
21	O=C(CSc1nc2nc[nH]c2c(=O)[nH]1)NC1CCCCC1	3%	7	1%	-1	-6%	-1%	-4%	6%	-11%	7%	11%
22	Cc1cc(NC(=O)c2ccc(NC(=O)C(C)Oc3ccccc3)cc2)no1 (stereo not drawn)	23%	-2	0%	-7	26%	2%	0%	14%	-4%	-2%	-1%
23	O=C(COC(=O)CCc1nc2ccccc2s1)Nc1ccc(Cl)cn1	6%	2	1%	-8	5%	0%	1%	9%	-2%	4%	-10%
24	Cc1cc(C)c(NC(=O)CSc2nc3ccncc3[nH]2)c(C)c1	-10%	-2	-1%	-9	-9%	x	1%	-4%	-1%	0%	-4%
25	Cc1cccc(C)c1OCc1cc(C(=O)N2CCC(c3ccncc3)CC2)no1	9%	2	1%	-24	-5%	x	-1%	x	-8%	8%	4%
26	O=C(Nc1ccccc1)c1ccc(-c2ccc(Br)cc2)o1	u	8	0%	-12	113%[activator]	1%	-2%	2%	16µM*	-18%	-19%
27	CN1CCN(C2CC(=O)N(CCc3ccccc3)C2=O)CC1 (stereo not drawn)	6%	3	2%	8	-9%	-4%	3%	x	-1%	0%	2%
28	C=CCN(C(=O)c1oc2c(Cl)cc(C)cc2c1C)C1CCS(=O)(=O)C1 (stereo not drawn)	0%	-4	1%	-4	-1%	x	5%	x	5%	-7%	-2%
29	COc1ccc(OC)c(CN2CCN(C(=O)CN3C(=O)NC4(CCCC4)C3=O)CC2)c1	-5%	-6	-15%	5	x	x	x	x	0%	-5%	13%
30	Cc1cccc(N2C(=O)C(O)=C(C(=O)c3cccs3)C2c2ccc(Cl)cc2)n1 (stereo not drawn)	3%	-5	-6%	12	24%	2%	-2%	x	9%	6%	-1%
31	Cc1cc(Br)ccc1NC(=O)CN1C(=O)C2CC=CCC2C1=O (stereo not drawn)	2%	0	0%	7	x	x	x	x	7%	-2%	7%
32	CC(=O)Nc1ccc(S(=O)(=O)NNC(=O)c2ccc3c(c2)OCO3)cc1	u	-3	0%	40	-11%	-2%	6%	x	6%	1%	12%
33	CCOCCCNC(=O)c1ccc(OC)c(OC2CCN(C(C)C)CC2)c1	0%	-13	-1%	2	5%	0%	3%	17%	0%	-1%	-1%
34	OCC[C@H]1C[C@H](O)[C@@H](O)[C@]2(CCCc3ccccc3O2)O1	1%	11	1%	3	x	x	x	x	-5%	1%	10%
35	Nc1c(N(CCO)C(=O)COc2ccc(Cl)cc2)c(=O)[nH]c(=O)n1Cc1ccccc1	-2%	11	4%	14	x	-4%	0%	-5%	-2%	3%	-2%
36	Cc1ccsc1/C=N/NC(=O)CNC(=O)c1ccc(S(=O)(=O)N(C)C)cc1	5%	x	-3%	1	7%	2%	-1%	2%	-1%	-6%	0%
37	CCCNC(=O)c1ccc(C)c(NC(=O)C2=C(C)OCCS2)c1	-4%	6	0%	4	-5%	x	x	2%	9%	0%	-2%
38	COc1cccc(N=C2SC(C(=O)Nc3ccccc3F)CC(=O)N2C)c1 (stereo not drawn)	0%	-22	-7%	20	-6%	-2%	-1%	23%	-4%	u	10%
39	C=CCOc1ccc(/C=C/C(=O)OCC(=O)NCCC2=CCCCC2)cc1	0%	-12	-1%	-7	0%	-2%	-1%	-10%	-2%	-3%	-5%
40	Cc1nc2cc(NC(=O)NC3CC3)ccc2n1C	-17%	-13	0%	-2	-2%	-12%	6%	-17%	2%	8%	6%
41	CC(C)C(OC(=O)CN1C(=O)COc2ccccc21)C(=O)NC1CCCC1 (stereo not drawn)	6%	-1	0%	1	3%	-1%	-1%	7%	3%	3%	-14%
42	CC(=O)Nc1cccc(C(=O)NNC(=O)c2ccc(-n3cnnn3)cc2)c1	2%	-1	0%	1	x	x	x	x	x	-1%	-18%
43	CC(=O)Cn1c2ccccc2n2nc(CCC(=O)O)c(=O)nc12	u	0	2%	3	-3%	-3%	7%	-2%	4%	3%	-3%
44	CCn1ccc(C(=O)Nc2ccc(Cl)cn2)n1	4%	-3	1%	-3	-2%	9%	2%	0%[11.7 µM]	1%	-1%	0%

This is a subset (hit frequency here may not be typical).
